# FadD28 binding: M. tuberculosis FadD28 bisubstrate binding inhibition | inhibition, % at 12.5 µM | 360,000 tested, 0.22% active | FadD28 bisubstrate probe binding, fluorescence polarization; in the data active means inhibition above about 8.5%, passing the limit was not always enough; inconclusive means no clear call, values can overlap the other calls
# PfHsp40 rescue: compounds rescuing yeast from Plasmodium falciparum HSP40 toxicity. AID 504582. growth rescue, % at 12.5 µM. 340,000 tested, 0.68% active. S. cerevisiae expressing PfHsp40, growth rescue, ATP luminescence; in the data active means growth rescue above about 28%, passing the limit was not always enough; inconclusive means no clear call, values can overlap the other calls;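 further: yeast W303a lacking pdr1 and pdr3 grown in galactose medium; growth measured after three days at 30 °C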
# Yp Topo-I inh: blocks Yersinia pestis topoisomerase I activity; activity, % at 10 µM; 360,000 tested, 0.064% active; AID 504884; Y. pestis Topo-I cleavage product accumulation, plate reader; in the data active means activity above about 50%, passing the limit was not always enough; inconclusive means no clear call, values can overlap the other calls; further: inactives centre near 2
# UGM FP inh: inhibitors of M. tuberculosis UDP-galactopyranose mutase | P9WIQ1 | purified UGM, fluorescence polarization probe displacement | inhibition, % at 10 µM | 320,000 tested, 0.06% active; in the data active means inhibition above about 10%, passing the limit was not always enough; inconclusive means no clear call, values can overlap the other calls
# Target sequence (P9WIQ1 whole entry, looked up): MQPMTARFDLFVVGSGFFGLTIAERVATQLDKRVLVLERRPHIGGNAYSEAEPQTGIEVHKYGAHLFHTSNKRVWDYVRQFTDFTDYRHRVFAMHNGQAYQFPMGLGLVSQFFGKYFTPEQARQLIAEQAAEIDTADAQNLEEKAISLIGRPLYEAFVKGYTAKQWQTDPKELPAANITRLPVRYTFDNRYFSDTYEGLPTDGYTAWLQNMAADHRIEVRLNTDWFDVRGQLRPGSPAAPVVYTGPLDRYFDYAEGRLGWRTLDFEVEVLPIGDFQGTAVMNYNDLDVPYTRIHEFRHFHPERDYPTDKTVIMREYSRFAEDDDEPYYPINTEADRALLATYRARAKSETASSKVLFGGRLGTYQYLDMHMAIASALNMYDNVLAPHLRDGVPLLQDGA
# Mtb BioA inh: blocks M. tuberculosis BioA enzyme activity; inhibition, % at 9.99 µM; AID 602481; 360,000 tested, 0.096% active; purified M. tuberculosis BioA enzyme, plate reader; in the data active means inhibition above about 40%; inconclusive means no clear call, values can overlap the other calls
# Mtb FBA inh: inhibitors of M. tuberculosis fructose-bisphosphate aldolase. 360,000 tested, 2.3% active. inhibition, % at 1 µM. purified M. tuberculosis FBA, fluorescence read-out. AID 588726. P9WQA3; in the data active means inhibition above about 27%;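 further: 0% = vehicle and 100% = reference inhibitor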
# Target sequence (P9WQA3 whole entry, looked up): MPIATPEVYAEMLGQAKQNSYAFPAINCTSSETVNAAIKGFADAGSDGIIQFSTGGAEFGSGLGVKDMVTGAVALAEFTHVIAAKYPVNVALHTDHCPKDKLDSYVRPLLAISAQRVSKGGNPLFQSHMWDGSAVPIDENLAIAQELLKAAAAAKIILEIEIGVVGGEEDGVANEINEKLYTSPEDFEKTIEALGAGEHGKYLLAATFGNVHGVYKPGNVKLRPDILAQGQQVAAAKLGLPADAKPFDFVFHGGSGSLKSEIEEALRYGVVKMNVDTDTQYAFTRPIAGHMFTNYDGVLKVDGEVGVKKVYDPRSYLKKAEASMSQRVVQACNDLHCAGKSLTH
# BH1578 lux ind: induces V. cholerae light production without autoinducers | V. cholerae BH1578 lux reporter, luminescence, 6 h | activation, % at 18.7 µM | 350,000 tested, 0.16% active; in the data active means activation mostly above about 9.7%, no sharp cut-off; inconclusive means no clear call, values can overlap the other calls; inactive means mostly below about 3.7%; further: not every result past the cut was called active; inactives centre near 0; reference of the scale not given here
# TcdB inh: TcdB glycohydrolase inhibition; TcdB glycohydrolase enzymatic assay, plate reader; inhibition, % at 9.99 µM; P18177; AID 652162; 350,000 tested, 0.24% active; in the data active means inhibition above about 10%
# GDH-TPI inh: inhibits GDH-TPI coupling enzymes, artifact for Mtb FBA screen. GDH-TPI coupled enzyme counterscreen, NADH absorbance. inhibition, % at 4.8 µM. 360,000 tested, 1.2% active. AID 588335; in the data active means inhibition above about 30%;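 further: 0% = DMSO wells and 100% = wells lacking the enzyme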
# * hit, by the source's call; i = inactive; ? = inconclusive; . = not tested or not shown; & = joins results of further samples.
structure,FadD28 binding,PfHsp40 rescue,Yp Topo-I inh,UGM FP inh,Mtb BioA inh,Mtb FBA inh,BH1578 lux ind,TcdB inh,GDH-TPI inh
O=C(CCCn1c(SCc2cccc([N+](=O)[O-])c2)nc2ccccc2c1=O)NCC1CCCO1 (configuration not stated),-2.7,1.6,16,-0.9,-0.3,0,-0.5,0.8,1
O=S(=O)(c1cccc(C(F)(F)F)c1)N(CCCN1CCOCC1)Cc1cccs1,-3.7&-2.4,8.9&-1.0,6&21,-2.7&-0.2,1.4,-2&-1,-0.3,1.0,3&2
Cc1cc(Cl)nc(Cl)c1C(=O)N1CCOCC1,0.1,7.3,6,2.0,-2.2,1,-2.2,1.2,1
CCOC(=O)c1ccccc1NC(=O)CN(c1ccccc1C)S(C)(=O)=O,-2.1,-0.9,0,-1.2,-0.6,-2,-0.7,.,7
Cc1cc(N2CCN(C)CC2)nc2ccc(NC(=O)c3cccnc3Cl)cc12,0.8,-0.5,4,-0.6,1.3,1,i,.,17
O=C(c1cc(S(=O)(=O)N2CCOCC2)ccc1Cl)N1CCC(Cc2ccccc2)CC1,-0.5,0.5,34,-3.4,4.3,1,-1.4,0.4,2
Cc1cc(C)n(CCNC(=O)[C@H]2O[C@@H](n3ccc(=O)[nH]c3=O)[C@H](O)[C@@H]2O)n1,-1.2,.,.,.,-0.3,2,.,0.6,.
COc1ccccc1CCC(=O)Nc1cc(S(=O)(=O)N2CCOCC2)ccc1N1CCCC1,-1.8,0.6,4,-0.1,-3.5,-1,i,3.9,8
O=C1Nc2ccccc2N(O)N1c1cc(-c2cccc(Cl)c2)no1,-1.9,-0.2,8,1.1,.,2,i,.,-1
COC(=O)c1cc(-c2ccccc2)n(CCN)c1C,-3.8,0.1,0,-0.7,-1.1,2,i,1.3,-5
S=C(NCc1ccccn1)Nc1ccccc1Cl,-3.2,0.9,4,-0.8,.,-1,-0.3,.,-2
COc1ccc(-n2c(Cc3cccn3C)nnc2SCC(=O)Nc2ccccc2C)cc1,-0.6,1.9,16,-2.6,-0.5,0,-0.4,2.3,-4
O=C(NCC1CCCO1)c1cn(Cc2ccccc2)nc1-c1ccc(Cl)cc1 (configuration not stated),.,-0.5,8,-0.4,-1.9,6,i,-0.4,1
Nc1cc(N)nc(SCC(=O)N2CCN(C(=O)c3ccco3)CC2)n1,0.7,-1.0,1,1.3,0.0,2,i,.,-7
CCOC(=O)c1[nH]c(C)c(C(=O)OCC(=O)N(C)C2CCS(=O)(=O)C2)c1C (configuration not stated),-1.5,-0.4,0,-1.8,.,1,-0.3,1.9,5
COC(=O)CSc1nsc(SCC(=O)OC)c1C#N,-0.3,0.0,1,-0.5,-0.2,-1,i,.,5
C=Cc1cc2c(cc1O)CCC1C2CCC2(C)C(O)CCC12 (configuration not stated),-1.5,?,3,.,.,6,.,-0.8,6
CC(=O)NCCc1cc2cc(C)c(C)cc2[nH]c1=O,-2.8,-1.0,0,0.5,.,10,i,.,14
COc1ccc(-c2oc3ccc(-c4cc(OC)c(OC)c(OC)c4)cc3c2-c2ccc(OC)nc2)cc1,0.1,1.1,6,-0.4,0.0,4,-0.6,-1.1,20
CCNc1nnc(SCC(=O)c2cc(C)n(C3CC3)c2C)s1,-3.6,-1.1,6,.,-0.1,-2,1.4,0.1,-6
COc1cc(NC(=S)Nc2ccc(N(C)C(C)=O)cc2)cc(OC)c1,-1.9,-1.1,3,0.7,.,4,-0.4,0.8,8
COC(=O)c1c(C)oc2ccc(OC(=O)c3cccs3)cc12,-0.8,-0.6,18,-1.5,0.2,2,i,.,1
CCN(Cc1ccncc1)Cc1cn[nH]c1-c1cc(OC)c(OC)c(OC)c1,-1.1,16,3,1.7,-0.4,2,-0.3,1.9,10
O=C(OCc1nnc(-c2ccc(Br)cc2)o1)c1cncc(Br)c1,0.4,-0.6,4,-3.3,.,0,-0.6,0.7,3
O=C1CC(SCc2nc3ccccc3[nH]2)C(=O)N1c1ccc(F)c(Cl)c1 (configuration not stated),-2.3,0.5,0,5.8,6.5,3,i,.,-15
Cn1nnnc1SCc1cn2cccnc2n1,1.4,-0.9,-2,-0.9,.,122*,-0.2,.,-6
CCN1C(=O)NC(=O)/C(=C\c2cn(CC(=O)N3CCCCC3C)c3ccccc23)C1=O (configuration not stated),0.8,-1.4,11,6.2,-2.8,0,i,.,4
COc1cc2ccccc2cc1C(=O)Nc1cc(C)ccn1,0.2,1.6,20,-0.1,-1.0,10,-0.5,1.2,11
Cc1ccc(NC(=O)COc2ccccc2C=O)cc1Cl,-1.5,0.0,3,-3.3,.,5,-0.2,-0.8,1
CCC/C=C1/CCCOC(C(=O)NCc2ccccc2)(C(F)(F)F)C1 (configuration not stated),-2.7,0.4,14,0.6,0.8,4,0.5,1.2,8
COC(=O)CN(C#N)c1nc(NCc2ccccc2)nc(OC)n1,-3.1,-0.1,-8,-2.4,-1.1,1,-0.4,1.1,1
O=C(C1CCCN(Cc2ccccc2)C1)N1CCCCC1 (configuration not stated),-0.9,-1.2,-5,1.4,-0.6,-2,11,.,-5
CC(C)c1ccc(NC(=S)Nc2ccc(OC(F)(F)F)cc2)cc1,-0.3,-2.5,-13,-2.1,.,2,0.4,2.4,13
COc1cccc(OC)c1NC(=O)NC(=O)c1c(OC)c(Br)cc([N+](=O)[O-])c1OC,-0.3,0.0,18,2.2,0.8,-1,i,2.3,-1
CCOC(=O)Cc1csc(SCC(=O)Nc2ccc(C)cc2F)n1,-2.9,0.9,14,.,1.9,-1,-0.7,0.5,7
CCN1C(=O)c2ccccc2S(=O)c2ccc(C(=O)NCc3ccc(OC)cc3)cc21 (configuration not stated),-2.1,-1.1,28,-1.0,0.1,1,-0.4,-1.3,0
CC(OC(=O)CSc1ccccc1)C(=O)NC1CCCCC1C (configuration not stated),-4.1,12,12,.,-0.8,0,i,1.6,-7
CC1(C)Cc2c(c(-c3ccco3)nc3n[nH]c(N)c23)CO1,-3.1,0.1,3,0.8,0.4,-1,i,.,21
Oc1ccc2ccccc2c1Br,-0.5,1.1,12,3.1,-0.8,5,-0.2,1.0,12
Cc1ccc(-c2nc(N)n(C(=O)Cc3ccccc3)n2)cc1,-2.1,-1.3,-1,1.1,0.4,8,2.4,.,1
Cc1nnc(Cn2cnc3c2c(=O)n(C)c(=O)n3C)o1,1.4,0.8,-2,0.7,-1.8,0,i,-0.9,-1
CCOC(=O)c1c(NC(=O)c2ccccc2C(=O)O)sc2c1CCCC2,0.5,0.9,11,0.5,0.2,3,0.5,-4.1,8
O=C(NCC1CCCO1)C1c2ccccc2Oc2ccccc21 (configuration not stated),-1.0,-0.1,-3,-0.1,.,1,-0.2,0.5,-1
Cc1ccc2c(c1)c1c(c(=O)n(-c3ccccc3)c(=O)n1CC(=O)NCC1CCCO1)n2C (configuration not stated),-1.9,-0.5,4,-1.8,-1.0,56*,-0.6,1.7,-3
COCCn1ccc(O)c(Cc2ccc(Cl)cc2)c1=O,-0.9,-0.8,-9,-2.1,-1.5,0,0.9,.,6
CC1=NN(c2ccc(C(=O)O)cc2)C(=O)/C1=C/c1ccc(-c2ccccc2F)o1,-0.7,-1.2,-11,-0.4,4.7,1,-0.2,3.3,1
Cc1ccc(S(=O)(=O)/C(C#N)=C/c2c(N3CCN(Cc4ccccc4)CC3)nc3ccccn3c2=O)cc1,-0.8,2.8,5,1.0,-4.7,-5,i,-1.2,10
O=C(COc1ccc(Br)cc1)N(Cc1ccco1)C1CCS(=O)(=O)C1 (configuration not stated),-3.9,0.7,3,-1.2,2.7,2,-0.5,-0.2,-5
CN1C(=O)OC2(C)CCc3ccccc3C12C (configuration not stated),-2.5,-1.9,-6,0.5,-2.3,0,i,.,-2
CCn1cc(NC(=O)Nc2ccccc2C(=O)OC)c(C(N)=O)n1,-0.9,-0.3,2,4.3,-6.2,6,i,.,5
CC(C)C(NC(=O)CSCc1ccc([N+](=O)[O-])cc1)C(C)C,-1.4,-2.2,8,0.4,.,1,-0.4,-0.4,-2
COC(=O)C(CC(C)C)NC(=O)c1ccc(F)cc1 (configuration not stated),-2.6,-0.6,-7,-0.3,-0.4,-4,-0.4,3.8,-6
COc1ccc(OCc2nc3c4c(ncn3n2)-c2ccccc2CC42CCCC2)cc1,-2.0,-0.3,29,-4.1,.,-2,-0.1,.,8
CCC1CCc2c(sc(NC(=O)c3cccnc3)c2C(N)=O)C1 (configuration not stated),0.2,1.8,6,1.7,-3.1,3,-0.5,-3.8,2
COc1cc(S(=O)(=O)Nc2ccccc2N2CCCCC2)ccc1NC(C)=O,-2.3,-0.2,21,0.2,0.9,-1,-2.5,3.1,6
CC1(C)SCC(C(=O)O)NC1=O (configuration not stated),-1.7,-1.2,4,-0.8,.,0,-0.5,1.1,-4
COc1ccc(Cl)cc1NC(=O)CN(C)C(=O)c1sccc1-c1ccccc1,-0.2,0.9,-8,1.9,-2.8,1,-4.2,0.6,3
Cc1cccc(NC(=O)C[n+]2cccc(C)c2)c1,0.6,0.3,2,-0.7,2.0,1,-0.3,-1.1,6
Cc1nc2ccccc2n1CC(O)COc1ccccc1Cl (configuration not stated),-0.6,1.5,1,-0.9,-0.1,0,-0.4,0.7,24
O=C(c1ccccc1)N1CCCN(c2nccc(C(F)(F)F)n2)CC1,-2.6,-1.0,-1,-2.8,2.9,-1,i,1.3,0

# Next section:
structure,FadD28 binding,PfHsp40 rescue,Yp Topo-I inh,UGM FP inh,Mtb BioA inh,Mtb FBA inh,BH1578 lux ind,TcdB inh,GDH-TPI inh
O=C(Nc1cc(S(=O)(=O)N2CCCCC2)ccc1Cl)c1ccncc1,1.1,-0.2,3,0.6,0.4,0,i,2.1,3
CCN(C[C@H]1N[C@@](CC)(C(=O)OC)[C@H]2C(=O)N(C)C(=O)[C@@H]12)C(=O)C1CCCCC1,0.4,3.9,5,.,-2.2,2,1.0,-1.3,8
O=C(N/N=C/c1cccnc1)c1cccc(S(=O)(=O)N2CCCC2)c1,-0.3,0.3,-8,-0.4,.,1,i,0.9,-7
O=C(c1ccccc1)c1ccc(OCC(=O)N2CCOCC2)cc1,-3.4,-0.7,4,-3.2,.,0,i,2.1,-6
O=C(O)C(c1ccccc1)C(O)c1ccc2c(c1)OCO2 (configuration not stated),-4.5,-0.5,2,.,.,-4,.,3.2,1
COc1ccccc1C(=O)c1cc2ccc(O)cc2oc1=O,-2.7,0.3,-2,0.1,-1.7,-15,i,2.0,3
CCOc1ccsc1C(=O)OC,-3.2,-0.3,-7,-0.1,.,-5,-0.3,0.5,-8
O=C(CN1C(=O)NC2(CCc3ccccc32)C1=O)Nc1ccccc1C(F)(F)F (configuration not stated),-0.6,-0.3,1,0.0,-0.1,3,2.7,0.4,-2
[N-]=[N+]=NCCN1CCN(CCc2ccccc2)CCC1=O,-3.5,0.5,5,-1.6,-2.2,-1,i,0.5,1
Cc1cccc(NC(=O)c2ccccc2OCC(=O)c2ccc(F)cc2)c1,-0.7,-0.9,19,-1.1,.,-3,-0.3,-0.4,-6

# Of the compounds above, these have a nitro group on carbon:
structure,FadD28 binding,PfHsp40 rescue,Yp Topo-I inh,UGM FP inh,Mtb BioA inh,Mtb FBA inh,BH1578 lux ind,TcdB inh,GDH-TPI inh
O=C(CCCn1c(SCc2cccc([N+](=O)[O-])c2)nc2ccccc2c1=O)NCC1CCCO1 (configuration not stated),-2.7,1.6,16,-0.9,-0.3,0,-0.5,0.8,1
COc1cccc(OC)c1NC(=O)NC(=O)c1c(OC)c(Br)cc([N+](=O)[O-])c1OC,-0.3,0.0,18,2.2,0.8,-1,i,2.3,-1
CC(C)C(NC(=O)CSCc1ccc([N+](=O)[O-])cc1)C(C)C,-1.4,-2.2,8,0.4,.,1,-0.4,-0.4,-2

# Bioassay records: PubChem, several laboratories

# Rows are unselected; any-hit rate near 4.6%.
